Assay outcomes deposited in PubChem by Sanford-Burnham Center for Chemical Genomics.
MKP-3 inhibition = MKP-3 phosphatase inhibitors, primary screen, biochemical, rat enzyme, in vitro (AID 425). one-dose inhibition, % at 20 µM; IC50 in µM for titrated hits. recombinant MKP-3 phosphatase activity, fluorescence; higher % means a stronger effect. hit rate 0.17% among 110,000; in the data active = inhibition above about 50%;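 note: plate controls were vehicle for no effect and reference inhibitor for full effect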
Hsp70 inhibitors = Hsp70 inhibitors, probe displacement, primary screen, biochemical, fluorescence polarization (AID 583) | Hsp70 fluorescence polarization probe displacement, mP; higher % means a stronger effect | displacement, % at 20 µM, or IC50 in µM where a hit was titrated | hit rate 0.06% among 140,000; in the data active = displacement above about 50%;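 note: plate controls were vehicle for no effect and reference ligand for full effect; a part of the inactive calls stands beside numbers as strong as those of hits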
* marks the source's active call; other numbers are inactive results; . = not tested or not shown; & = joins results of further samples.

SMILES	MKP-3 inhibition	Hsp70 inhibitors
COC(=O)c1ccccc1NC(=O)c1c(O)c2c([nH]c1=O)CCCC2	-2%	2.1%
Cc1nc(=O)c(-c2ccccc2)c(C)n1CCO	-6%	3.5%&-4.4%
O=C(OCC(=O)c1cccs1)c1ccccc1	-9%	0.0%
N=c1sccn1CC(=O)Nc1cccc(Oc2ccccc2)c1	-10%	7.2%
O=C(C1CCCO1)N1CCN(C(c2ccccc2)c2ccccc2)CC1 (centres undefined)	-8%&1%	4.1%&5.5%
NC(=O)c1ccccc1N=Cc1cc([N+](=O)[O-])ccc1Cl	-1%	1.7%
Cc1cnc(C(=O)Nc2nnc(C3CC3)s2)cn1	.	-0.2%
CC1(C)Oc2ccc(NC(=O)C3COc4ccccc4O3)cc2O1 (centres undefined)	-12%	1.4%
CCOC(=O)N1CCN(C(=O)CN(c2ccc(Oc3ccccc3)cc2)S(C)(=O)=O)CC1	-9%	1.6%
O=C(Nc1ccc(S(=O)(=O)N2CCc3ccccc32)cc1)c1ccc(Cl)cc1	-3%	5.0%
CCC(C)(C)NC(=O)C(c1ccccc1F)N(C(=O)c1ccn[nH]1)c1ccccc1 (centres undefined)	.	-2.0%
O=C1c2ccc(Oc3ccc4c(c3)C(=O)N(CCCO)C4=O)cc2C(=O)N1CCCO	-16%&4%	-0.8%&-0.3%
O=C(Nc1ccccc1C(=O)N1CCOCC1)c1ccccc1F	2%	-1.0%
COc1ccc(Cl)cc1N1C(=O)C2CCCN2C1c1ccc(F)c(F)c1 (centres undefined)	-5%	-9.9%
O=C(NCC1COc2ccccc2O1)c1ccc(NC(=O)c2ccco2)cc1 (centres undefined)	-5%	-0.4%
COc1cc(NS(=O)(=O)c2cc(C)ccc2OC)c(OC)cc1Cl	-2%	0.6%
COc1cccc(-c2csc(/C(C#N)=C/c3ccc(C)o3)n2)c1	0%	-5.3%
COc1ccc(S(=O)(=O)Nc2ccccc2OC)cc1C	-3%	0.6%
O=C(Nc1ccc(Cl)c(F)c1)c1cnn2c1NC(c1ccc(Br)cc1)CC2C(F)(F)F (centres undefined)	4%	.
O=C(O)CCCC(=O)NCCCc1ccccc1	-9%	-3.3%
COc1ccccc1C/C(N)=N/OC(=O)/C=C/c1ccccc1	5%	-1.6%
Cc1cc2oc(C(=O)Nc3c(C)n(C)n(-c4ccccc4)c3=O)c(C)c2cc1C	.	5.3%
Cc1cc(C)c(C#N)c(SCC(=O)c2cccs2)n1	-4%	1.4%
COc1ccc(C2C(C(=O)N3CCN(c4ccc(OC)cc4)CC3)c3ccccc3C(=O)N2C)cc1 (centres undefined)	-4%	2.5%
C/C(=N\NC(=O)c1ccc2c(c1)OCO2)c1ccc(NC(=O)CCCC(=O)O)cc1	1%	-0.9%
CCOC(=O)c1cnn(-c2cc(C)nc3c(-c4ccccc4)cnn23)c1N	-1%	1.4%
O=S(=O)(c1cccc(C(F)(F)F)c1)N1CCN(c2ccccc2)CC1	.	-1.7%
OCCc1ccc(-c2ccc(Cl)cc2)o1	2%&-2%	-0.1%&-3.6%
COc1ccc(S(=O)(=O)Cc2ccc(C(=O)NCc3ccccn3)o2)cc1	-6%	3.1%
CC1CCN(C(=O)CSc2nc3c(cnn3-c3ccccc3)c(=O)[nH]2)CC1	-10%	-3.2%
O=C1C2C3C=CC(C3)C2C(=O)N1c1ccc(Cl)cc1[N+](=O)[O-] (centres undefined)	2%	3.6%
COc1ccc(OCC(=O)NS(=O)(=O)c2ccccc2)cc1	0%	-2.1%
CCOP(=O)(OCC)C(C#N)=C1SCN(c2ccccc2)CS1	.	-1.2%
Cc1occc1-c1nc(-c2cccnc2)no1	-3%	-1.9%
COc1cc(C2CC(=O)NC(SCC(N)=O)=C2C#N)cc(Br)c1O (centres undefined)	1%	-0.2%
CC(C)C(c1nnnn1Cc1ccc2c(c1)OCO2)N1CCN(C)CC1 (centres undefined)	.	3.6%
CCCc1cc(C(=O)NCCc2ccccc2)no1	-1%	7.0%
O=C1C(=O)N(Cc2ccc(Cl)c(Cl)c2)c2ccccc21	3%	-1.8%
COc1ccc(N2CCN(C(=O)c3ccc(C)cc3Cl)CC2)cc1	-10%	1.4%
Cc1cccc(-n2c(O)c(C3=c4ccccc4=NC3=O)sc2=O)c1	2%	-2.2%

Complete entries from above:
`COc1ccc(OCC(=O)NS(=O)(=O)c2ccccc2)cc1` is listed as MKP-3 inhibition = 0%; Hsp70 inhibitors = -2.1%
`Cc1cc(C)c(C#N)c(SCC(=O)c2cccs2)n1` is listed as MKP-3 inhibition = -4%; Hsp70 inhibitors = 1.4%
`COc1ccc(N2CCN(C(=O)c3ccc(C)cc3Cl)CC2)cc1` is listed as MKP-3 inhibition = -10%; Hsp70 inhibitors = 1.4%

In the list so far, these have a nitro group on carbon:
SMILES	MKP-3 inhibition	Hsp70 inhibitors
NC(=O)c1ccccc1N=Cc1cc([N+](=O)[O-])ccc1Cl	-1%	1.7%
O=C1C2C3C=CC(C3)C2C(=O)N1c1ccc(Cl)cc1[N+](=O)[O-] (centres undefined)	2%	3.6%

Following part:
SMILES	MKP-3 inhibition	Hsp70 inhibitors
CC(C)(C)NCC(=O)Nc1ccc(S(N)(=O)=O)cc1	3%	-2.5%
CCOc1nc(NC(=O)NS(=O)(=O)Oc2ccccc2Cl)nc(-c2ccccc2)n1	.	-2.8%
CN(c1ccc(C(=O)NCC2CCCO2)cc1)S(C)(=O)=O (centres undefined)	.	8.1%
Cc1ccc(-c2cc(C(F)(F)F)n3nc(C(=O)NCc4cccs4)cc3n2)cc1	4%	-2.9%
CCOC(=O)CS(=O)(=O)c1nc(-c2ccc(F)cc2)cc(C(F)(F)F)n1	7%	-1.9%
CCOC(=O)c1c(C)[nH]c(C(=O)COC(=O)C23CC4CC(CC(Cl)(C4)C2)C3)c1C	.	2.0%
O=C(Nc1cccc(F)c1)c1ccc(S(=O)(=O)N2CCCC2)cc1	0%	-1.2%
O=C(c1ccc(F)cc1F)N(Cc1ccccn1)Cc1ccco1	-9%	-1.5%
CC#CCCCC(=O)Nc1cc(OC)nc(OC)n1	-1%	0.8%
CCOc1cc(-c2c(C)c(C)nc(N)c2C#N)ccc1O	-1%	1.9%
CC(=O)Oc1cccc(N2C(=O)c3ccc(-c4nc5ccccc5c(=O)o4)cc3C2=O)c1	0%	-0.9%
Oc1ccc(Br)cc1CN1CCN(CC2CC3C=CC2C3)CC1 (centres undefined)	4%	-1.6%
COc1ccc(OC)c(NC(=S)Nc2ccc(F)cc2)c1	-1%	5.9%
CC(C)(C)c1cc2c(c(C(C)(C)C)c1)OC(c1ccco1)N2 (centres undefined)	2%	4.6%
O=C(COc1ccc([N+](=O)[O-])cc1)Nc1cc(Cl)cc(Cl)c1	2%	0.8%
CCOc1ccc2[nH]cc(C(=O)O)c(=O)c2c1	3%	1.1%
O=C(CC1CCCCC1)NC1CCCCC1	0%	-0.3%
O=[N+]([O-])c1ccc(C=Nc2ccc(Br)cn2)o1	2%	6.3%
O=S(=O)(/N=C(/Nc1ccccc1)c1ccccc1)c1ccccc1	0%	-1.3%
O=C(Nc1ccc2nc(-c3ccco3)[nH]c2c1)c1ccco1	6%	-0.5%

Reformatted in markdown: part of the list above.
| smiles | MKP-3 inhibition | Hsp70 inhibitors |
| --- | --- | --- |
| O=C(Nc1cccc(F)c1)c1ccc(S(=O)(=O)N2CCCC2)cc1 | 0% | -1.2% |
| CC(C)(C)NCC(=O)Nc1ccc(S(N)(=O)=O)cc1 | 3% | -2.5% |
| CCOc1ccc2[nH]cc(C(=O)O)c(=O)c2c1 | 3% | 1.1% |
| O=[N+]([O-])c1ccc(C=Nc2ccc(Br)cn2)o1 | 2% | 6.3% |

Next part.
SMILES	MKP-3 inhibition	Hsp70 inhibitors
COc1ccc(N(CC(=O)Nc2ccccc2F)S(=O)(=O)c2ccccc2[N+](=O)[O-])c(OC)c1	5%	-2.3%
O=C1Nc2c(S(=O)(=O)Nc3ccc(Cl)cc3)cc(S(=O)(=O)Nc3ccc(Cl)cc3)c3cccc1c23	-1%	2.9%
CCOc1ccccc1C=Nc1ccc(O)cc1	116%*	3.3%
CCOC(=O)c1ccc(NC(=O)CCc2ccc(C)o2)cc1	-5%	-2.3%
Cn1c(SCC(=O)c2ccc(F)cc2)nc2cccnc21	-8%	8.7%
CC(C)c1cc(NS(=O)(=O)c2ccccc2[N+](=O)[O-])cc(C(C)C)c1O	1%	-6.4%
Cc1ccc2cc(C(c3nnnn3C3CCCC3)N(Cc3cccnc3)Cc3ccco3)c(=O)[nH]c2c1 (centres undefined)	1%	-1.4%
COc1cc(C(=O)N/C(=C/c2ccc(Br)cc2)C(=O)NC(C(=O)O)C(C)C)cc(OC)c1OC (centres undefined)	6%	0.2%
Cc1cc(NC(=O)CSc2nc(C(C)C)nc3c2c(=O)n(C)c(=O)n3C)no1	-2%	5.2%
Nc1nc2n(n1)C(c1ccc(Cl)cc1)CC(c1ccc(F)cc1)N2 (centres undefined)	3%	-1.9%
Cc1ccccc1C(=O)Nc1ccc(S(=O)(=O)N2CCN(C)CC2)cc1	-7%	2.0%
COc1ccccc1/C=N/N=C1/NC(=O)C(CC(=O)Nc2cccc(C)c2C)S1 (centres undefined)	2%	3.7%
COC(=O)CN(c1ccc(Cl)cc1Cl)S(=O)(=O)c1ccccc1	-1%	6.0%
O=C(c1cc2nc(-c3ccccc3)cc(C(F)(F)F)n2n1)N1CCCC1	7%	-9.0%
Cc1c(C(=O)Nc2ccc(OC(F)(F)F)cc2)cccc1[N+](=O)[O-]	3%	-1.7%
CC(C)(C)C1(C)OC(O)(C(Cl)Cl)CC1=O (centres undefined)	4%	-1.3%
COc1ccc(C2C(C#N)=C(N)Oc3[nH]c(=O)[nH]c(=O)c32)c(OC)c1 (centres undefined)	-2%	-3.7%
COc1ccc(S(=O)(=O)Cc2ccc(C(=O)NCc3cccnc3)o2)cc1	-5%	-2.5%
FC(F)(F)c1cnc2c(-c3ccc(Cl)cc3Cl)noc2c1	.	-3.4%
Cn1ccnc1SCC(=O)N1c2ccccc2-c2c(ssc2=S)C1(C)C	4%	1.4%
CCCC(C)C(=O)Nc1ccc(Cl)cn1 (centres undefined)	-3%	-2.0%
COc1ccccc1C(c1nnnn1Cc1ccccc1)N1CCN(c2nc3ccccc3s2)CC1 (centres undefined)	-10%	-1.1%
COC(=O)Nc1ccc(S(=O)(=O)N2CCN(c3ccccc3OC)CC2)cc1	4%	-1.0%
O=C(CSc1ncn[nH]1)c1ccc2c(c1)OCCO2	-5%	1.6%
O=C(COc1ccc(F)cc1)N1CCC(c2ccccc2)C1 (centres undefined)	.	-5.6%
O=C(O)CCN1C(=O)C(=C2CCCCCC2)SC1=S	-5%	0.8%
COc1ccc(-c2nc3ccccc3c(=O)n2CCCN2CCOCC2)cc1	-3%	3.1%
COc1ccc(NC(=O)CN(c2ccccc2)S(=O)(=O)c2ccccc2[N+](=O)[O-])cc1OC	-2%	1.8%
CCOc1ccccc1NC(=O)c1ccc(N(C)C)cc1	0%	0.9%
O=C(O)C1C2C=CC(C2)C1C(=O)NCCc1ccncc1 (centres undefined)	-6%	-2.5%
COc1ccc(C2CC(C(F)(F)F)n3nc(C(=O)N4CCCC4)c(Cl)c3N2)cc1OC (centres undefined)	-3%	0.2%
Cc1ccc(Cn2ccc(NC(=O)c3cc(-c4cccc(Cl)c4)on3)n2)cc1	-2%	-1.1%
CCCCCCOc1ccc(N2C(=O)CC(N3CCC(C(=O)OCC)CC3)C2=O)cc1 (centres undefined)	-7%	10%
O=c1c2cnn(-c3ccccc3)c2ncn1Cc1ccccc1	-6%	-5.5%
N#Cc1nc(COc2ccc(F)cc2)oc1N1CCN(Cc2ccccc2)CC1	1%	-2.8%
CCOC(=O)CNC(=O)CSc1nnc(Cn2c(=O)sc3ccccc32)n1C	-3%	5.4%
COc1ccccc1OCCCOc1ccc(Cl)c(C)c1	2%	7.7%
CS(=O)(=O)Nc1ccccc1C(=O)Nc1ccccc1Cl	.	0.5%
Cc1cc(C2(c3cc(C)c(NC(=O)CN4CCCCC4)c(C)c3)CCCCC2)cc(C)c1NC(=O)CN1CCCCC1	0%	2.4%
CC(=O)Nc1c(C(=O)N2CCCCCC2)cnn1-c1ccccc1Cl	.	-1.6%

Reprinted at random: 2 compounds from above, in no set order.
SMILES	MKP-3 inhibition	Hsp70 inhibitors
CC(=O)Nc1c(C(=O)N2CCCCCC2)cnn1-c1ccccc1Cl	.	-1.6%
CCOc1ccccc1NC(=O)c1ccc(N(C)C)cc1	0%	0.9%

(further entries)
SMILES	MKP-3 inhibition	Hsp70 inhibitors
CCNc1nc(N2CCOCC2)nc(N(c2ccccc2)c2ccccc2)n1	3%	-0.4%
c1ccc(COc2cccc(OCc3ccccc3)c2)cc1	0%	2.0%
COc1ccc(-c2ccc(OC)cc2C(=O)O)cc1	-12%	2.4%
Cc1ccc(NC(=O)C(C)Oc2ccccc2)c([N+](=O)[O-])c1 (centres undefined)	0%	-7.4%
Cn1ncc(N=Cc2ccccc2O)c1C(=O)N1CCOCC1	3%	6.8%
C=CCn1cnc2c(c1=O)c1nc3ccccc3nc1n2-c1ccccc1	-7%	4.9%
CC1(C)Cn2c(nnc2-c2cccc(O)c2)S1	-19%	-2.3%
COCCCNC(=O)Cn1nnc(-c2ccc(NC(=O)c3ccccc3OC)cc2)n1	4%	2.9%
CC(=O)Nc1ccc(NC(=O)CN2CCCC(C)C2)c(Cl)c1 (centres undefined)	4%	0.5%
CCOc1c(/C=C2\Sc3ccccc3C2=O)cccc1OC	1%	-1.0%
CCCc1nc2ccccc2c(C(=O)OCc2nnc(-c3cc(OC)c(OC)c(OC)c3)o2)c1CC	-9%	-6.8%
O=C(CCS(=O)(=O)c1ccccc1)Nc1nccs1	-4%	0.2%
Cn1c(N2CCC(C(N)=O)CC2)nc2c1c(=O)n(Cc1ccc(Br)cc1)c(=O)n2C	-5%	4.5%

This is a subset, so the mix of outcomes need not match the whole.
